KOR beta-arrestin-1 – KOR agonists, beta-arrestin recruitment, primary screen, cell-based, luminescence, uHTS (AID 1777); one-dose activation, % at 10 µM; EC50 in µM for titrated hits; KOR beta-arrestin recruitment, luminescence; higher % means a stronger effect; 280,000 compounds, 0.02% hits; Kappa-type opioid receptor (Homo sapiens); in the data active = activation above about 50%, passing the limit was not always enough; also: a part of the inactive calls stands beside numbers as strong as those of hits
HIV peptide binding – inhibitors of HIV fusion peptide binding, primary screen, biochemical, uHTS, fluorescence dequenching (AID 1986); one-dose inhibition, % at 20 µM; IC50 in µM for titrated hits; 290,000 compounds, 0.3% hits; cell-free peptide binding, fluorescence dequenching, 30 min; higher % means a stronger effect; in the data active = inhibition mostly above about 52%, no sharp cut-off; inactive = mostly below about 76%; also: some results filed as inactive read as strong as hits
KOR beta-arrestin-2 – KOR antagonists, beta-arrestin recruitment, cell-based, luminescence, uHTS (AID 1778) | Kappa-type opioid receptor (Homo sapiens) | KOR beta-arrestin recruitment, luminescence, antagonist mode; higher % means a stronger effect | inhibition, % at 10 µM; hits with a dose series show IC50 in µM | 290,000 compounds, 0.091% hits; also: strong numbers were not always called active
NS5 inhibitors – Dengue-2 NS5 methyltransferase inhibitors, primary screen, biochemical, confirmation dose response (AID 588689); Genome polyprotein (Dengue virus type 2 (strain 16681-PDK53)); Dengue-2 NS5 methyltransferase capping enzyme assay, biochemical; higher % means a stronger effect; one-dose inhibition, % at 25 µM; IC50 in µM for titrated hits; 340,000 compounds, 0.3% hits; in the data active = a potency from the dose series; inconclusive = inhibition above about 29% without an active follow-up result
AID2073 – inhibitors of Mint1-CaV2.2 protein interaction, biochemical, HTRF (AID 2073) | HTRF protein-protein interaction, Mint1-CaV2.2; higher % means a stronger effect | inhibition, % at 20 µM; hits with a dose series show IC50 in µM | Voltage-dependent N-type calcium channel subunit alpha-1B (Homo sapiens) | 290,000 compounds, 0.19% hits; in the data active = inhibition mostly above about 51%, no sharp cut-off; inconclusive = no clear call, values can overlap the other calls; inactive = mostly below about 53%; also: some results filed as inactive read as strong as hits
HEK293 NOD2/NF-kB – NOD2 signaling inhibitors, cell-based, luminescence, uHTS, HEK293 (AID 1566) | HEK293 NOD2/NF-kB luciferase reporter, luminescence; higher % means a stronger effect | inhibition, % at 4 µM, or EC50 in µM where a hit was titrated | 290,000 compounds, 0.63% hits; also: many of its hits are not listed in these tables
West Nile virus CPE – West Nile virus antiviral activity, cell-based, CPE readout (AID 1621). 290,000 compounds, 0.02% hits. one-dose CPE inhibition, % at 10 µM; IC50 in µM for titrated hits. West Nile virus-infected cells, CPE inhibition; higher % means a stronger effect; in the data active = a potency from the dose series; inconclusive = CPE inhibition mostly from about 3.7% at the one dose, without a potency; inactive = the rest, 99 in 100 with CPE inhibition below about 2.2%; also: strong numbers were not always called active
Yfh1-depleted yeast – enhancers of respiration in Yfh1-depleted yeast, dose response, Friedreich's ataxia, plus single-dose screen (AID 1465); fold induction at 50 µM, or EC50 in µM where a hit was titrated; S. cerevisiae Yfh1-off respiration, WST-1 reduction, 72 h; higher fold induction means a stronger effect; 220,000 compounds, 0.074% hits;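 active = fold induction of absorbance versus untreated yeast above a set limit, then at least 30% activation at any dose in follow-up; inconclusive = repeats straddling the limit, or above it without dose testing; inactive = fold induction below the set limit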;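 also: activators that raise dye reduction in frataxin-depleted yeast; strong numbers were not always called active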
NOD1 NF-kB reporter – NOD1 signaling inhibitors, primary screen, cell-based, luminescence, uHTS (AID 1578). NOD1-driven NF-kB luciferase reporter cells, luminescence; higher % means a stronger effect. inhibition, % at 4 µM; hits with a dose series show EC50 in µM. 290,000 compounds, 1% hits; in the data active = inhibition mostly above about 36%, no sharp cut-off; inactive = mostly below about 34%;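 also: HEK-293T reporter cells stimulated with the NOD1 agonist gamma-tri-DAP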
NS5 inhibitors pilot replicate – recorded beside NS5 inhibitors, whose call it bears; inhibition, %; measured here: pilot screen replicate inhibition
* hit, by the source's call; i = inactive; ? = inconclusive; / = not tested or not shown; [ ] = dose if it differs, or a comment. Rule as the data show it, unless noted: active = inhibition above about 50%; inactive = the rest. This is a subset; rates above refer to the full screens.

Start of the listing, in advance (3 entries):
SMILES	KOR beta-arrestin-1	HIV peptide binding	KOR beta-arrestin-2	NS5 inhibitors	AID2073	HEK293 NOD2/NF-kB	West Nile virus CPE	Yfh1-depleted yeast	NOD1 NF-kB reporter	others
COc1ccc(Nc2nc(N3CCCC3)nc3ccccc23)c(OC)c1	5.8%	-2.5%	9%	-3%	1%	-12%	?	i	-36%
COc1ccc(N(C(=O)c2cccc(OC)c2OC)C2C=CS(=O)(=O)C2)c(OC)c1 (configuration not stated)	2.9%	3.1%	-12%	-1%	3%	8%	-0.3%	i	/
CCN(C(=O)C1CCN(c2nc(-c3ccc(OC)cc3)no2)CC1)c1ccc(OC)cc1	/	-1.4%	-3%[20 µM]	-3%	8%	44%	-0.3%	/	3%

All compounds of this part, from the first entry:
SMILES	KOR beta-arrestin-1	HIV peptide binding	KOR beta-arrestin-2	NS5 inhibitors	AID2073	HEK293 NOD2/NF-kB	West Nile virus CPE	Yfh1-depleted yeast	NOD1 NF-kB reporter	others
COc1ccc(Nc2nc(N3CCCC3)nc3ccccc23)c(OC)c1	5.8%	-2.5%	9%	-3%	1%	-12%	?	i	-36%
COc1ccc(N(C(=O)c2cccc(OC)c2OC)C2C=CS(=O)(=O)C2)c(OC)c1 (configuration not stated)	2.9%	3.1%	-12%	-1%	3%	8%	-0.3%	i	/
CCN(C(=O)C1CCN(c2nc(-c3ccc(OC)cc3)no2)CC1)c1ccc(OC)cc1	/	-1.4%	-3%[20 µM]	-3%	8%	44%	-0.3%	/	3%
O=C(COC(=O)CNS(=O)(=O)c1cccc(Br)c1)Nc1ccccc1Sc1ccccc1	7.0%	-0.2%	-19%	3%	6%	8%	-0.2%	i	-1%
CC(=Nc1ccc(C)c(C)c1)C1=C(O)CCC1=O	-2.3%	-1.5%	38%	1%	-1%	-14%	0.4%	i	-11%
CCc1nc2ccccc2[nH]c1=O	1.1%	-0.2%	-10%	-5%	8%	-7%	0.7%	i	-6%
O=S1(=O)C=C(Sc2nnc(-c3ccccc3)o2)c2ccccc21	0.3%	-0.3%	-24%	-55%	-32%	/	/	/	/
CCOC(=O)c1cnc2c(C)cc(C)cc2c1NCCCN1CCOCC1	-9.0%	-1.3%	6%[20 µM]	-2%	-2%	-21%	-0.2%	/	-20%
CCOc1ccc(-c2nnc3ccc(SCC(=O)N4CCCCC4)nn23)cc1	-4.1%	0.8%	-9%	-1%	11%	12%	-0.2%	i	-14%
COC(=O)c1cc(OC)c(OC)cc1NC(=O)c1ccc(OC)c(OC)c1	-4.3%	0.4%	12%	-1%	0%	10%	1.6%	i	3%
COc1cc(/C=N/NC(=O)Cn2cnc3ccccc3c2=O)ccc1O	4.0%	-1.4%	14%	-12%	5%	7%	0.5%	i	-6%
O=C(CCN1CCCCC1)NNC(=S)NC(=O)c1ccc(Br)cc1	2.6%	0.7%	-35%	-1%	-3%	9%	-0.4%	i	-16%
COc1ccc(CCNC(=O)[C@@H]2C[C@H]2c2ccccc2)cc1OC	-0.5%	2.3%	-11%	-6%	-11%	3%	0.6%	i	-20%
CCOc1ccc(-c2c(C#N)c(N)nc3c2c(=O)n(C)c(=O)n3C)cc1OC	4.0%	3.2%	-23%	0%	14%	11%	-0.7%	i	-11%
N#C/C(=C\c1c(Oc2ccccc2F)nc2ccccn2c1=O)C(=O)NC1CCS(=O)(=O)C1 (configuration not stated)	-2.6%	0.2%	4%	-9%	12%	-2%	-1.0%	/	-31%
CC1CCN(S(=O)(=O)c2ccc3c(c2)c(=O)c(C(=O)N2CCCCC2)cn3C)CC1	42%	16%	-27%	-1%	16%	12%	0.3%	i	8%
COc1ccc(C(=O)NC2CC(C)(C)NC(C)(C)C2)cc1OC	-0.7%	-0.2%	-24%[20 µM]	0%	13%	1%	-0.1%	/	-12%
COc1ccc(-c2nncnn2)cc1	-4.2%	2.0%	5%	/	8%	12%	0.2%	?	-19%
Cc1nn(-c2ccccc2)c(Cl)c1/C=N/NC(=O)c1ccc(NS(=O)(=O)c2cccs2)cc1	-2.7%	16%	-93%[20 µM]	/	51%	-122%	1.5%	i	-36%
CC(C)(C)NC(=O)CSc1nc2ccc(Nc3nc(N4CCOCC4)nc(N4CCOCC4)n3)cc2s1	-2.2%	-2.1%	-61%[20 µM]	-12%	0%	28%	2.5%	i	-10%
CCOC(=O)c1[nH]c2ccc(C)cc2c1N	-2.8%	1.0%	-1%	-3%	8%	12%	0.0%	i	-37%
Cc1ccccc1NS(=O)(=O)c1ccc(C(=O)N2CCN(c3ccccn3)CC2)cc1	2.8%	-0.3%	-9%	1%	-6%	14%	-0.5%	i	-24%
Cc1ccc(NC(=O)CN(C)C(=O)COc2ccc(C(=O)c3ccc(F)cc3)cc2)cc1	1.6%	0.5%	6%	11%	-1%	-3%	-2.1%	i	-31%
C=C(C)c1cccc(C(C)(C)NC(=O)N2CCN(C)CC2)c1	-2.0%	-1.5%	-6%	0%	0%	1%	-0.1%	i	-18%
O=C(Cc1ccccc1)Nc1ccc(NC(=O)c2ccco2)nc1	-3.3%	2.5%	-11%	-9%	-5%	-87%	0.2%	i	-179%
Cc1nnc(NC(=O)C2CCCCC2)s1	-1.8%	0.9%	28%	-7%	14%	19%	-0.7%	i	-7%	NS5 inhibitors pilot replicate=2.0
COc1cc2c(cc1OC)CN(C(=O)C1CCN(S(=O)(=O)c3ccccc3F)CC1)CC2	-0.5%	0.4%	-11%	-10%	12%	5%	1.2%	/	-31%
COc1ccc(CNc2nc(S(=O)(=O)c3ccccc3)c(Cl)s2)cc1OC	-1.8%	-0.1%	0%	1%	5%	28%	-1.1%	i	45%
CCN(CC)C(=O)C1CCN(S(=O)(=O)c2ccc(-n3cnnn3)cc2)CC1	-2.0%	-1.2%	4%	7%	6%	0%	-0.8%	i	-14%
COc1ccc(CCN(C)C(=O)CNC(=O)c2ccc3c(c2)OCO3)cc1OC	1.8%	-0.8%	14%	1%	7%	12%	0.0%	/	-34%
Clc1ccccc1CSc1ncccn1	-4.2%	-1.7%	33%	1%	0%	-18%	0.1%	i	-10%
COc1nc(OCCNS(=O)(=O)c2ccc(C)cc2)nc(N(C)C)n1	0.5%	-2.3%	40%	2%	10%	14%	-1.0%	i	0%
CCOc1ccccc1NC(=O)C1CC(=O)n2ncnc2N1 (configuration not stated)	-1.8%	0.2%	17%	-7%	2%	3%	-0.3%	i	-6%
COc1ccc(Nc2cc(C)nc(N)n2)cc1	1.3%	0.7%	24%	-8%	21%	11%	-0.1%	i	-7%
CN(C)CCOCCOc1ccccc1-c1ccccc1	8.2%	-1.1%	-64%	-4%	19%	1%	-0.6%	i	25%
C=CCn1c(Oc2ccc(C=O)cc2OCC)nc2c1c(=O)n(C)c(=O)n2C	-1.8%	2.7%	-2%	-1%	4%	16%	-0.8%	/	2%
O=c1c2ccccc2nnn1CSc1nnc2ccccn12	0.9%	-1.1%	17%	2%	37%	-25%	0.6%	i	-20%
CC(C)CCOC(=O)/C(=C/c1ccco1)NC(=O)/C=C/c1ccccc1	4.1%	8.6%	-19%	-3%	6%	-7%	-0.5%	i	-11%
NC(=O)C[C@@H]1NC(=O)[C@H](CCC(=O)O)NC(=O)c2cc([N+](=O)[O-])cc(I)c2OCC[C@@H](C(N)=O)NC1=O	0.4%	16%	-9%	2%	4%	-4%	/	/	-23%
Cc1ccc(C(=O)CC2(O)C(=O)N(Cc3ccccc3)c3ccccc32)o1 (configuration not stated)	-4.0%	-1.9%	-8%	-2%	-1%	-11%	0.9%	i	-2%
CCN(CC(O)COCc1ccc(Cl)cc1)C1CCCCC1 (configuration not stated)	-2.0%	1.1%	26%	2%	11%	-11%	0.5%	i	-16%
COc1ccc(NC(=O)c2cc([N+](=O)[O-])ccc2NC(=O)CNCc2ccccn2)c(OC)c1	6.4%	-1.1%	-26%	-2%	5%	9%	0.3%	/	-13%
CN=C(Cc1ccccc1)C1=C(O)CC(C)(C)CC1=O	-0.6%	-1.4%	-35%	-13%	7%	3%	0.1%	i	-40%
O=C(Cn1c(=O)sc2ccccc21)Nc1ccc2c(c1)OCCO2	-2.9%	2.1%	-7%	-13%	2%	-4%	-0.8%	i	-32%
Cc1ccc(NC(=O)CSc2nc3ccccc3c(=O)n2CC2CCCO2)cc1 (configuration not stated)	0.1%	-1.2%	11%	-2%	6%	5%	-0.3%	/	-12%
COc1ccc(CCNS(=O)(=O)c2cccc([N+](=O)[O-])c2)cc1OC	2.7%	2.2%	-18%[20 µM]	-10%	0%	19%	?	/	11%
CCCC(=O)Nc1nnc(SCC(=O)NCc2ccco2)s1	-4.0%	3.9%	8%	-6%	6%	16%	0.0%	i	-3%
Cc1cc(Br)cc2cn[nH]c12	-3.3%	-1.3%	-25%	-5%	-1%	13%	-0.2%	i	-5%
Cc1ccccc1Nc1nc(N)nc(CSc2nnc(C)n2C)n1	2.5%	0.0%	-8%	-6%	-7%	-10%	-0.1%	i	-36%
Cc1ccc2nc(Nc3ccc4[nH]c(=O)[nH]c4c3)c(-n3nc(C)cc3C)nc2c1	2.4%	3.1%	-11%	10%	2%	-18%	2.7%	i	/
Cc1cccc(N2C(=O)CC(N3CCN(Cc4ccc(Cl)cc4)CC3)C2=O)c1 (configuration not stated)	-1.7%	-0.3%	17%	1%	-3%	0%	-0.1%	i	2%
CCSC1=NCCN1C(=O)Cc1ccc(-c2ccccc2)cc1	1.1%	1.3%	5%	2%	40%	-2%	-0.8%	i	-10%
Cc1cccc(NS(=O)(=O)c2cc(C(=O)NCc3ccccn3)ccc2C)c1	-0.7%	1.3%	6%	5%	11%	23%	-0.9%	/	-3%
CNC(=O)c1cc(Cl)c(OC)c(OC)c1	-2.6%	0.8%	-3%	0%	-7%	21%	-0.2%	i	-5%
CCSc1nnc(NC(=O)c2cccc(S(=O)(=O)N(C)c3ccccc3)c2)s1	-1.9%	-3.9%	-7%	4%	8%	38%	-0.6%	i	-5%
Cc1cc(C)c2nc(NCCCNC(=S)NCCCN(C)C)c(C#N)cc2c1	0.2%	2.3%	-16%	3%	8%	19%	0.2%	i	-4%
CCCc1cc(=O)[nH]c(SCC(=O)c2cc(C)n(-c3c(C)n(C)n(-c4ccccc4)c3=O)c2C)n1	-1.1%	0.3%	33%	-2%	-5%	19%	-0.2%	i	-14%
Cc1cc(S(=O)(=O)Nc2ccccc2C(=O)O)ccc1Cl	6.5%	9.6%	1%	1%	3%	-20%	2.0%	i	-35%
Cc1ccc(NS(=O)(=O)c2ccc3c(c2)oc(=O)n3C)cc1F	-4.0%	0.9%	4%	2%	0%	24%	-0.1%	i	8%
CNCC(=O)N1CCN(c2ncc(C(F)(F)F)cc2Cl)CC1	-0.8%	-1.7%	-6%	5%	0%	10%	0.0%	i	-27%
